KDM4C inh – KDM4C (human) demethylase inhibition. Q9H3R0. GST-KDM4C 2-372, H3K9me3 peptide, LANCE TR-FRET. inhibition, % at 12.5 µM. actives 0.15% (n = 96,000). AID 720574;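 active = mean replicate inhibition above about 25%, with at least 55% of replicates also reaching it, limit read from the data, passing the limit was not always enough; inconclusive = only one of those two conditions met; inactive = neither condition met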
Target sequence (Q9H3R0 2-372 limits assumed): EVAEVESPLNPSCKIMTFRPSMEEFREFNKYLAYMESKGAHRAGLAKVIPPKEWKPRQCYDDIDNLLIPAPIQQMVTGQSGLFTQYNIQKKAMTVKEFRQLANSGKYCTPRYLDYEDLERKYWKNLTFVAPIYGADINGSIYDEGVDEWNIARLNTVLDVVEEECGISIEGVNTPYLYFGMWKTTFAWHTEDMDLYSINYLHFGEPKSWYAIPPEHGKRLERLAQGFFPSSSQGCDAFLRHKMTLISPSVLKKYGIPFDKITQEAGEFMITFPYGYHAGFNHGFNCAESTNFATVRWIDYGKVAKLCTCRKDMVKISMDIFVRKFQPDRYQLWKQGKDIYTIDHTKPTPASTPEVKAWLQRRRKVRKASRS
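Material: GST-tagged GASC-1 (JMJD2C) catalytic fragment, aa 2-372 / Quantity: enzyme final amount 10 nM / Medium: HEPES buffer, pH 7.5, plus ascorbate / Doses: one test concentration per compound / Incubation: 30 min reaction, 60 min detection, RT / Measured by: LANCE TR-FRET / Read-out: inhibition from TR-FRET ratio decrease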
Pf Dd2 growth – P. falciparum Dd2 growth inhibition; actives 2.3% (n = 94,000); activity change, % at 10 µM; SYBR Green, 72 h; hits give low values; AID 1159554; in the data active = activity change below about -80%; inconclusive = no clear call, values can overlap the other calls
C diff growth – C. difficile growth inhibition; Clostridium difficile clinical isolate growth, OD600, 24 h; hits give low values; growth activity, negative = inhibition, % at 16 µg/mL (by protocol); AID 1259249; actives 0.25% (n = 86,000);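 active = mean growth activity at or below -80% and every replicate also at or below -80%; inconclusive = mean at or below -80% but some replicate above -80%; inactive = mean growth activity above -80%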;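 note: 0% = DMSO wells and -100% = levofloxacin 16 µg/mL wells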
Tcruzi prolif – T. cruzi proliferation inhibition. actives 5.9% (n = 77,000). inhibition, % at 8.34 µM. T. cruzi beta-gal in NIH3T3, GalScreen luminescence, 90 h;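 active = mean inhibition above about 93%, with at least 55% of replicates each passing it, limit read from the data, passing the limit was not always enough; inconclusive = only one of those two conditions holds; inactive = neither condition holds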
An asterisk follows results filed as active; u = inconclusive; x = no result given; & = joins results of further samples.

Structure	KDM4C inh	Pf Dd2 growth	C diff growth	Tcruzi prolif
COc1ccccc1C(=O)Nc1ccc2c(c1)OC[C@H](C)N(C(C)=O)C[C@H](C)[C@H](OC)CN(C)C2=O	0.3	-45	x	44
C[C@@H]1CN([C@H](C)CO)C(=O)Cc2cc(NC(=O)Nc3ccc(F)cc3)ccc2O[C@@H]1CN(C)C(=O)Nc1cccc2ccccc12	1.8	-42	-3	-2
CCC(=O)N1CCC2(CC1)CN(Cc1ccccn1)[C@H](CO)c1[nH]c3cc(OC)ccc3c12	-1.5	-59	4	x
C[C@@H]1CN([C@H](C)CO)C(=O)CCCn2nncc2CO[C@@H]1CN(C)C(=O)c1ccncc1	x	5	-7	78
CCCNC(=O)[C@@H]1[C@@H](CO)[C@@H]2Cn3c(cccc3=O)[C@H]1N2C(=O)NCCC	-0.6	-8	-1	-56
O=C(C[C@@H]1C[C@@H]2c3cc(NC(=O)Cc4ccncc4)ccc3O[C@@H]2[C@H](CO)O1)NCC1CC1	2.1	-1	2	-28
C[C@@H]1CN([C@H](C)CO)S(=O)(=O)c2ccc(/C=C/c3ccccc3)cc2O[C@@H]1CN(C)C	13	-35	-4	75
C[C@@H]1CCCCO[C@H](CN(C)Cc2ccccc2)[C@@H](C)CN([C@@H](C)CO)C(=O)c2cc(N(C)C)ccc2O1	-2.9	-22	5	19
O=C(C[C@@H]1CC[C@@H]2[C@H](COC[C@@H](O)CN2S(=O)(=O)c2ccc(F)cc2)O1)NCC1CCCCC1	2.0	x	92&62	70
CCC(=O)NC[C@@H]1[C@@H](c2ccc(C3=CCCC3)cc2)[C@H](CO)N1C(=O)C1CC1	-2.2	3	-3	53
COc1ccc(NC(=O)Nc2cccc3c2O[C@H](CN(C)Cc2ccc(C(=O)Nc4ccccc4N)cc2)[C@@H](C)CN([C@@H](C)CO)C3=O)cc1	0.5	-88*	-1	105
C[C@@H]1CN([C@@H](C)CO)C(=O)c2cccc(NC(=O)C3CC3)c2O[C@@H]1CN(C)Cc1ccc(C(F)(F)F)cc1	-0.1	-3	3	13
C[C@H](CO)N1C[C@H](C)[C@@H](CN(C)S(=O)(=O)c2cccs2)Oc2c(NC(=O)Nc3ccc(C(F)(F)F)cc3)cccc2C1=O	-1.8	-26	-5	104*
CC(C)NC(=O)Nc1ccc2c(c1)C(=O)N([C@@H](C)CO)C[C@@H](C)[C@@H](CN(C)C(=O)Cc1ccccc1)OCCCC[C@H](C)O2	0.1	-6	-2	4
CO[C@@H]1CN(C)C(=O)c2cc(NC(=O)Nc3c(C)noc3C)ccc2OC[C@@H](C)NC[C@H]1C	2.2	5	x	-31
CN1C(=O)c2cc(NC(=O)c3ccc(F)cc3)ccc2OC[C@H]2O[C@@H](CC(=O)N3CCOCC3)CC[C@@H]21	-1.2	-4	-11	55
C[C@H](CO)N1C[C@H](C)[C@H](CN(C)C(=O)C2CCCCC2)Oc2cc(-c3cccnc3)ccc2S1(=O)=O	0.7	-22	7	76
CCNC(=O)[C@H]1[C@H](CO)[C@H]2Cn3c(ccc(C4=CCCCC4)c3=O)[C@@H]1N2CCC(F)(F)F	2.4	23	-4	x
O=C(C[C@@H]1CC[C@H]2[C@@H](COC[C@H](O)CN2Cc2cc(F)cc(F)c2)O1)NC1CCC1	3.1	1	-5	48
Cc1ccc(-c2cnc3c(c2)C(=O)N([C@H](C)CO)C[C@H](C)[C@H](CN(C)Cc2ccccc2F)O3)cc1	-1.8	-28	13	93
O=C(CC1CC1)N1CC(=O)N2[C@@H](CO)[C@@H](c3ccc(C#Cc4ccc(F)cc4)cc3)[C@@H]2C1	-1.2	20	-7	x
COc1ccc(NC(=O)Nc2ccc3c(c2)C(=O)N([C@H](C)CO)C[C@@H](C)[C@H](CN(C)C(=O)CCCN(C)C)OCCCC[C@@H](C)O3)cc1	4.2	24	0	9
O=C(C[C@H]1C[C@@H]2c3cc(NC(=O)NC4CCCCC4)ccc3O[C@@H]2[C@H](CO)O1)NCc1ccccc1	-2.6	-18	x	66
C[C@@H]1CN([C@H](C)CO)C(=O)c2cc(NC(=O)Cc3cn(C)c4ccccc34)ccc2O[C@@H]1CN(C)Cc1ccc(Oc2ccccc2)cc1	-1.3	-17	3	96*
N#C[C@@H]1[C@H](c2ccc(C#CC3CCCC3)cc2)[C@@H](CO)N1C(=O)Cc1ccccn1	-1.3	-76	-3	x
COc1ccccc1-c1cnc2c(c1)C(=O)N([C@@H](C)CO)C[C@H](C)[C@H](CN(C)C(C)=O)O2	2.7	26	-3	18
COc1ccc2c3c([nH]c2c1)[C@H](CO)N(C(=O)NC(C)C)CC31CN(C(=O)c2cnccn2)C1	0.2	31	-9	x
CC(C)NC(=O)Nc1ccc2c(c1)CC(=O)N([C@@H](C)CO)C[C@H](C)[C@H](CN(C)CC1CCCCC1)O2	-1.8	-2	-1	20
CNC[C@H]1OCCCC[C@H](C)Oc2ccc(NC(=O)CCC(F)(F)F)cc2C(=O)N([C@@H](C)CO)C[C@H]1C	-0.3	35	-1	28
CN1CCN(C(=O)C[C@@H]2CC[C@@H]3[C@@H](COc4ccc(NC(=O)C5CCCC5)cc4C(=O)N3C)O2)CC1	0.5	-1	-10	x
COc1ccc2c3c(n(C)c2c1)[C@@H](CO)N(Cc1nccs1)CC31CN(C)C1	0.5	-71	4	x
COc1ccc2c3c(n(C)c2c1)[C@@H](CO)N(S(=O)(=O)c1ccc(C)cc1)CC31CCN(C)CC1	-0.4	-59	-5	x
O=C(Cc1ccccn1)N1CC(=O)N2[C@@H](CO)[C@@H](c3ccc(C#CC4CC4)cc3)[C@@H]2C1	-2.9	-17	5	x
C[C@H]1CN([C@@H](C)CO)C(=O)Cc2cc(NS(C)(=O)=O)ccc2O[C@@H]1CN(C)Cc1ccc(C(F)(F)F)cc1	1.0	-3	5	28
C[C@H](CO)N1C[C@H](C)[C@H](CN(C)C(=O)C2CCCCC2)Oc2cc(C#Cc3ccncc3)ccc2S1(=O)=O	1.1	-56	-2	-63
C[C@H]1CCCCO[C@H](CN(C)Cc2ccc(Cl)c(Cl)c2)[C@@H](C)CN([C@@H](C)CO)C(=O)c2cc(NC(=O)Nc3ccc(C(F)(F)F)cc3)ccc2O1	-0.2	6	16	60
CCNC(=O)C[C@@H]1CC[C@H]2[C@@H](COc3ccc(NC(=O)c4ccc(F)c(F)c4)cc3C(=O)N2C)O1	0.4	-1	-2	-10
C[C@H]1CCCCO[C@H](CN(C)C(=O)Nc2cccc3ccccc23)[C@@H](C)CN([C@@H](C)CO)C(=O)c2cc(NC(=O)CCCN(C)C)ccc2O1	2.8	-74	-25	35
C[C@@H]1CN([C@H](C)CO)S(=O)(=O)c2ccc(-c3ccccc3F)cc2O[C@H]1CN(C)S(C)(=O)=O	0.3	-73	-2	-24
C[C@@H]1CN([C@H](C)CO)C(=O)c2cc(NC(=O)Cc3ccccc3)ccc2O[C@@H]1CN(C)Cc1ccc(-c2ccccc2)cc1	-1.6	-5	-1	114*
C[C@H](CO)N1C[C@H](C)[C@@H](CN(C)S(=O)(=O)c2ccc(F)cc2)Oc2c(NC(=O)C3CCCCC3)cccc2C1=O	14	-22&-40	0&1	13&48
C[C@H](CO)N1C[C@H](C)[C@@H](CN(C)C(=O)c2ccc(F)cc2)Oc2cc(C3=CCCCC3)ccc2S1(=O)=O	-3.9	-73	3	u
CN(C)c1ccc2c(c1)[C@@H]1C[C@H](CC(=O)NCc3ccc(Cl)cc3)O[C@H](CO)[C@@H]1O2	23	-73	-2	55
COc1ccc(NC(=O)N(C)C[C@H]2Oc3ccc(NS(=O)(=O)c4ccc(F)cc4)cc3CC(=O)N([C@H](C)CO)C[C@@H]2C)cc1	3.4	10	1	27
CCCNC(=O)N1CC2(CN(C)C2)c2c(n(C)c3cc(OC)ccc23)[C@@H]1CO	x	17	-5	x
COCC(=O)N(C)C[C@@H]1Oc2ncc(C3=CCCC3)cc2C(=O)N([C@@H](C)CO)C[C@@H]1C	1.2	-20	-3	x
CCC(=O)N(C)C[C@@H]1[C@@H](c2ccc(-c3ccccc3F)cc2)[C@H](CO)N1C(C)=O	-1.4	0	-7	20
COCC(=O)Nc1ccc2c(c1)C(=O)N(C)C[C@@H](OC)[C@H](C)CN(C(=O)Nc1ccccc1F)[C@H](C)CO2	0.1	30	x	34
C[C@H]1CN([C@@H](C)CO)S(=O)(=O)c2ccc(C#Cc3cccnc3)cc2O[C@@H]1CN(C)CC1CCOCC1	-0.5	-35	3	92
CCC(=O)N1[C@@H]2Cn3c(ccc(-c4ccccc4)c3=O)[C@H]1[C@@H](C(=O)N1CCN(C)CC1)[C@@H]2CO	0.0	-1	-1	-5
C[C@H](CO)N1C[C@H](C)[C@@H](CN(C)Cc2cncnc2)Oc2ncc(-c3ccc(C#N)cc3)cc2C1=O	-2.7	3	0	x
CC(C)NC(=O)Nc1ccc2c(c1)C(=O)N([C@H](C)CO)C[C@@H](C)[C@@H](CN(C)Cc1ccc(C(=O)Nc3ccccc3N)cc1)O2	-0.3	-33	4	29
CC(C)CC#Cc1ccc2c(c1)O[C@H](CN(C)C(=O)Cc1ccccc1)[C@@H](C)CN([C@@H](C)CO)S2(=O)=O	-0.8	-64	8	127*
CS(=O)(=O)N1CCCCN2[C@H](CO)[C@@H](c3ccc(C#Cc4ccccn4)cc3)[C@@H]2C1	-0.2	13	-3	82
C[C@@H]1CN([C@H](C)CO)C(=O)c2cc(NC(=O)CCCN(C)C)ccc2O[C@H]1CN(C)Cc1ccc(Oc2ccccc2)cc1	0.9	14	-9	-76
CCCNC(=O)N(C)C[C@H]1Oc2cc(C#Cc3cccc(F)c3)ccc2S(=O)(=O)N([C@H](C)CO)C[C@@H]1C	-0.9	-53	-5	114*
C/C=C/c1ccc(C2[C@@H]3CN(S(=O)(=O)c4ccccc4C)C[C@H]2N3)cc1 (some centres undefined)	0.1&0.8	13&-21	-11&56	x
CCNC(=O)Nc1ccc2c(c1)C(=O)N(C)[C@H]1CC[C@@H](CC(=O)N[C@@H](C)c3ccccc3)O[C@@H]1CO2	3.2	x	14	52
O=C(C[C@@H]1C[C@@H]2c3cc(NC(=O)C4CCC4)ccc3O[C@@H]2[C@@H](CO)O1)NCc1cccnc1	-4.2	0	0	42
COCC(=O)N(C)C[C@H]1Oc2cc(-c3ccncc3)ccc2S(=O)(=O)N([C@@H](C)CO)C[C@@H]1C	1.0	16	1	27
C[C@H]1CN([C@@H](C)CO)C(=O)c2cc(NC(=O)C3CC3)ccc2O[C@@H]1CN(C)C(=O)Nc1ccc(F)cc1	9.7	3	7	-24
C[C@@H]1CCCCO[C@@H](CN(C)S(C)(=O)=O)[C@H](C)CN([C@@H](C)CO)C(=O)c2cc(NC(=O)Nc3ccccc3)ccc2O1	-1.1	35	-2	77
C[C@@H]1CN([C@@H](C)CO)C(=O)Cc2cc(NC(=O)CCCCCC(=O)Nc3ccccc3N)ccc2O[C@@H]1CN(C)CC1CCCCC1	-0.7	-27	-3	76

Some of the entries above in a different format.
Results follow in this order: KDM4C inh | Pf Dd2 growth | C diff growth | Tcruzi prolif
COCC(=O)N(C)C[C@@H]1Oc2ncc(C3=CCCC3)cc2C(=O)N([C@@H](C)CO)C[C@@H]1C
 : 1.2 | -20 | -3 | x
CCC(=O)N(C)C[C@@H]1[C@@H](c2ccc(-c3ccccc3F)cc2)[C@H](CO)N1C(C)=O
 : -1.4 | 0 | -7 | 20
COCC(=O)Nc1ccc2c(c1)C(=O)N(C)C[C@@H](OC)[C@H](C)CN(C(=O)Nc1ccccc1F)[C@H](C)CO2
 : 0.1 | 30 | x | 34
C[C@H]1CN([C@@H](C)CO)S(=O)(=O)c2ccc(C#Cc3cccnc3)cc2O[C@@H]1CN(C)CC1CCOCC1
 : -0.5 | -35 | 3 | 92
CCC(=O)N1[C@@H]2Cn3c(ccc(-c4ccccc4)c3=O)[C@H]1[C@@H](C(=O)N1CCN(C)CC1)[C@@H]2CO
 : 0.0 | -1 | -1 | -5
C[C@H](CO)N1C[C@H](C)[C@@H](CN(C)Cc2cncnc2)Oc2ncc(-c3ccc(C#N)cc3)cc2C1=O
 : -2.7 | 3 | 0 | x
CC(C)NC(=O)Nc1ccc2c(c1)C(=O)N([C@H](C)CO)C[C@@H](C)[C@@H](CN(C)Cc1ccc(C(=O)Nc3ccccc3N)cc1)O2
 : -0.3 | -33 | 4 | 29
CC(C)CC#Cc1ccc2c(c1)O[C@H](CN(C)C(=O)Cc1ccccc1)[C@@H](C)CN([C@@H](C)CO)S2(=O)=O
 : -0.8 | -64 | 8 | 127*
CS(=O)(=O)N1CCCCN2[C@H](CO)[C@@H](c3ccc(C#Cc4ccccn4)cc3)[C@@H]2C1
 : -0.2 | 13 | -3 | 82
